G9a inh = G9a (human) methyltransferase inhibition | Potency, µM (series often up to 102 µM), for inactives: top-dose activity, negative = inhibition, usual class: inhibitors | Q96KQ7 | G9a H3K9 monomethylation, AlphaScreen, 2 h | actives 8.8% (n = 350,000); further: potency means the concentration at half of the fitted maximal effect; on the % scale 0 is the no-effect control and ±100 the full control effect; nearly all actives have a fitted effect of over 75% in size
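Compounds were preincubated with 20 nM G9a for 15 min, after which biotinylated H3K9 peptide (500 nM) and SAM (20 uM) started a 2 h room-temperature reaction. Monomethylated product was quantified by antibody-based AlphaScreen chemiluminescence.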
GLS inh = blocks human kidney-isoform glutaminase activity; GLS enzymatic activity, qHTS titration; Potency, µM (highest dose often 45.5 µM), without a hit: at the top dose activity change, negative = inhibition, usual class: inhibitors; actives 0.21% (n = 410,000); AID 624170; further: potency means the concentration at half of the fitted maximal effect; on the % scale 0 is the no-effect control and ±100 the full control effect
Target sequence (O94925 whole entry, looked up, canonical isoform): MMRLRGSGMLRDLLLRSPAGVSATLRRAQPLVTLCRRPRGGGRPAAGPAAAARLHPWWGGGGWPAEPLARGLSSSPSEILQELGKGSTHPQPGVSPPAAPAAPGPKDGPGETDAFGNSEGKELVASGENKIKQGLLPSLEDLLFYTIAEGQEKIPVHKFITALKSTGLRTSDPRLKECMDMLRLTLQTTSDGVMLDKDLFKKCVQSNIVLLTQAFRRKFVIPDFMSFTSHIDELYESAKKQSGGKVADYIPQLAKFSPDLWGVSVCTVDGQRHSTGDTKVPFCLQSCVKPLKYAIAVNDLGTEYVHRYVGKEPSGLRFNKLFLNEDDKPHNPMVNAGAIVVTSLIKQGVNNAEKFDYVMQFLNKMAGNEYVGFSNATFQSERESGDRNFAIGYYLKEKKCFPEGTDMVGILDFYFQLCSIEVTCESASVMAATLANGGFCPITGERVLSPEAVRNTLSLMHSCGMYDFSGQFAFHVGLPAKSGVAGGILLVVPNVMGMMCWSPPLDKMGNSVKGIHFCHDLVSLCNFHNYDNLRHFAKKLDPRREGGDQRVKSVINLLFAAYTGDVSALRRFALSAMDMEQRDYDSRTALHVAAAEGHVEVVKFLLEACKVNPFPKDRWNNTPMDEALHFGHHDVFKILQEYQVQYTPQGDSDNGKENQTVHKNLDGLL
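hKGA in 45 mM KH2PO4 pH 8.2, 0.02% Tween-20 with pin-transferred compounds; 1 mM L-glutamine (stock) plus glutamate oxidase/HRP/Amplex Red coupling added. Fluorescence read initially and after 30 min at RT.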
JMJD2A Tudor = inhibitors of human JMJD2A Tudor domain | O75164 | AlphaScreen JMJD2A-Tudor / H3K4me3 peptide binding | Potency, µM (top dose mostly 114 µM), inactives show at the highest dose activity change, negative = inhibition, usual class: inhibitors | actives 4.4% (n = 390,000) | AID 504339; further: potency means the concentration at half of the fitted maximal effect; on the % scale 0 is the no-effect control and ±100 the full control effect; nearly all actives have a fitted effect of over 50% in size
PI4K2A inh = blocks human PI4K2A kinase activity; purified PI4K2A, ADP-Glo luminescence, 1 h; active compounds read low; actives 0.13% (n = 420,000); activity change, negative = inhibition, % at 76.9 µM; Q9BTU6; in the data active means activity change below about -50%; inconclusive means mostly about -30% to -49%;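 further: -100% = wells without enzyme as full effect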
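Compounds are screened against recombinant PI4K2A using PI as substrate and ATP, the latter dispensed at 300 microM. Reactions run one hour at ambient temperature before ADP-Glo detection; full inhibition defined by wells lacking enzyme.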
HP1b binding inh = inhibitors of HP1-beta chromodomain binding to methylated histone tails; AlphaScreen HP1-beta / biotin-H3K9me3 peptide binding; Potency, µM (highest dose often 114 µM), inactives show top-dose activity change, negative = inhibition, most hits filed as inhibitors; actives 0.56% (n = 390,000); further: potency means the concentration at half of the fitted maximal effect; nearly all actives have a fitted effect of over 70% in size; inactives centre near 23
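Compound inhibition of the preformed complex between 50 nM HP1-beta and 50 nM biotinylated H3K9me3 peptide was read by AlphaScreen. Buffer was PBS pH 7.4 with 0.01% Tween-20. Incubations ran 30 min at room temperature, with 10 ug/mL donor/acceptor beads.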
BAZ2B block = inhibitors of human BAZ2B bromodomain. AlphaScreen BAZ2B-H3K14Ac peptide displacement. Potency, µM (highest dose often 114 µM), inactives show at the top dose activity change, negative = inhibition, usual class: inhibitors. actives 4.4% (n = 360,000). AID 504333; further: potency means the concentration at half of the fitted maximal effect; on the % scale 0 is the no-effect control and ±100 the full control effect; nearly all actives have a fitted effect of over 60% in size
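BAZ2B 50 nM plus b-H3(5-23)K14Ac 50 nM, PBS pH 7.4/0.01% Tween-20, 30 min RT; compound added (max 110 uM), 30 min RT; streptavidin donor/Ni-chelate acceptor beads 10 ug/mL final, 20 min dark; AlphaScreen read.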
Pin1 inh = inhibitors of human Pin1 | Pin1 FP peptide displacement, HiFluor488, 10 min | AID 504891 | Q13526 | actives 0.009% (n = 390,000) | Potency, µM (doses to about 115 µM), for inactives: at the highest dose activity, negative = inhibition, usual class: inhibitors; active means well fitted inhibition curve with a large enough effect in the polarisation, with a control signal flat, not every such curve was filed as active; inconclusive means small, poorly fitted or top-dose-only effect, or effect the other way, or a change in a side signal; inactive means no such curve, though single readings can be large or run the other way; the % refers to the polarisation; further: potency means the concentration at half of the fitted maximal effect; on the % scale 0 is the no-effect control and ±100 the full control effect
Tb PGK inh = T. brucei PGK inhibition; P07378; PGK/GAPDH coupled, Kinase-Glo luminescence, 60 min; Potency, µM (titrated, usually from 57.5 µM), for the others: top-dose activity change, negative = inhibition, actives largely listed as inhibitors; actives 0.043% (n = 380,000); AID 602233; further: potency means the concentration at half of the fitted maximal effect; on the % scale 0 is the no-effect control and ±100 the full control effect; nearly all actives have a fitted effect of over 60% in size
Target sequence (P07378 whole entry, looked up): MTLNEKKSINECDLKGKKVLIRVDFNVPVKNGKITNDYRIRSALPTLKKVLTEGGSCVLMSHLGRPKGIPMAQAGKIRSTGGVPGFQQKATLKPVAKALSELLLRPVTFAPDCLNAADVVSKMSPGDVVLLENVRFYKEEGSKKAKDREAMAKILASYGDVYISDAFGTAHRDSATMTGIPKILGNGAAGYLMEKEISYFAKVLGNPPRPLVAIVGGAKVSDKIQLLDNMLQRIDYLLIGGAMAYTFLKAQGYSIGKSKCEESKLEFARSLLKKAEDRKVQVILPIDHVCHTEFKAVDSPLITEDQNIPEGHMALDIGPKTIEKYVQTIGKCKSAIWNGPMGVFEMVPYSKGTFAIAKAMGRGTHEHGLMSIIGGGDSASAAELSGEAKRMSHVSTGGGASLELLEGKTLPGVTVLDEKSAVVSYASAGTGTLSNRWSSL
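Luminescent ATP detection (Kinase-Glo Plus) follows a 60-minute room-temperature incubation, with wells lacking PGK as controls. Buffer: 100 mM TEA (pH 7.6), 5 mM MgCl2, 0.01% Tween-20. Coupling enzyme GAPDH (100 nM final) supplies unstable 1,3-BPG in-well.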
Pol eta inh = DNA polymerase eta (human) inhibition; Q9Y253; recombinant Pol eta, fluorescent DNA replication assay; Potency, µM (titrated, usually from 114 µM), inactives show at the highest dose activity change, negative = inhibition, usual class: inhibitors; actives 1.2% (n = 390,000); AID 588591; further: potency means the concentration at half of the fitted maximal effect; on the % scale 0 is the no-effect control and ±100 the full control effect
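Fluorescent replication assay: 50 nM final substrate added after a 15 min room-temperature compound preincubation with 10 nM enzyme. Signal taken at 0 min and again at 10 min.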
Starred values were filed as active, the others as inactive; [ ] = remark or other dose. Unless noted, the call rests on the fitted dose curve; in most records, active means well fitted curve in the direction sought with a large enough effect; inconclusive means small, poorly fitted or top-dose-only effect, or another doubt; inactive means no such curve, though single readings can be large; an effect the other way counts as inactive or inconclusive.

How did COC(=O)c1sc(S(=O)(=O)N2CCC(C(=O)O)CC2)c(C(=O)OC)c1C do in these assays?
G9a inh: -36.9%[59 µM]; GLS inh: 4.9%; JMJD2A Tudor: inconclusive; PI4K2A inh: 3.2; HP1b binding inh: 20.7%; BAZ2B block: -19.1%; Pin1 inh: -0.2%; Tb PGK inh: -2.2%; Pol eta inh: -0.3%

Results for N#CC(C#N)=CN=c1ccn(Cc2ccc(Cl)cc2Cl)cc1 ?
GLS inh: -17.5%; JMJD2A Tudor: -9.3%; PI4K2A inh: -1.3; HP1b binding inh: 21.7%; BAZ2B block: 7.9%; Pin1 inh: -0.3%; Tb PGK inh: -16.9%; Pol eta inh: -8.1%

How did Cc1cnc(C(=O)NC(Cc2ccccc2)c2ccccc2)cn1 (stereo not drawn) do in these assays?
G9a inh: 23.9%; GLS inh: 0.8%; JMJD2A Tudor: -11.2%; PI4K2A inh: -0.4; HP1b binding inh: 2.1%; BAZ2B block: 1.3%; Pin1 inh: -0.4%; Tb PGK inh: -9.3%; Pol eta inh: -14.0%

Results for O=C(Nc1nc(-c2ccc3c(c2)OCO3)cs1)c1ccncc1 ?
G9a inh: 12.8%; GLS inh: 4.9%; JMJD2A Tudor: inconclusive; PI4K2A inh: -3.4; HP1b binding inh: 37.9%; BAZ2B block: -6.7%; Pin1 inh: -2.0%; Tb PGK inh: -2.1%; Pol eta inh: inconclusive

What do the screens show for `Cn1c(C2CCCN2C(=O)OC(C)(C)C)n[nH]c1=S` (stereo not drawn)?
G9a inh: 22.4µM*; GLS inh: 31.9%; JMJD2A Tudor: 44.7µM*; PI4K2A inh: -10.2; HP1b binding inh: 6.7%; BAZ2B block: -6.7%; Pin1 inh: -3.2%; Tb PGK inh: -13.7%; Pol eta inh: -12.4%

What do the screens show for `O=C(Nc1ccccc1)C(=O)Nc1ccc2c(c1)N(C(=O)C1CC1)CCC2`?
G9a inh: 0.2%; GLS inh: 3.6%; JMJD2A Tudor: -6.2%; PI4K2A inh: -13.6; HP1b binding inh: 18.8%; BAZ2B block: -31.1%; Pin1 inh: 0.7%; Tb PGK inh: -23.8%; Pol eta inh: -4.3%

What do the screens show for `Cc1nn(CC(=O)NCc2ccccc2)c(=O)c2ccccc12`?
G9a inh: 12.3%[59 µM]; GLS inh: -0.2%; JMJD2A Tudor: -7.5%; PI4K2A inh: 0.9; HP1b binding inh: 26.4%; BAZ2B block: 4.4%; Pin1 inh: -5.7%; Tb PGK inh: 17.2%; Pol eta inh: -4.5%

How did CC1CCN(CCc2nc3cc(NC(=O)COc4ccc(Cl)cc4)ccc3n2C)CC1 do in these assays?
G9a inh: 48.1%; GLS inh: -11.7%; JMJD2A Tudor: -20.9%; PI4K2A inh: 4.3; HP1b binding inh: 60.2%[activator]; BAZ2B block: -19.2%; Pin1 inh: -1.9%; Tb PGK inh: 4.0%; Pol eta inh: 3.6%

What do the screens show for `O=C(Nc1cccc(S(=O)(=O)N2CCOCC2)c1)C1CC1`?
GLS inh: -5.9%; JMJD2A Tudor: 2.0%; PI4K2A inh: 0.8; HP1b binding inh: 40.0%[activator]; Pin1 inh: -4.3%; Tb PGK inh: -3.8%; Pol eta inh: -15.1%

How did Cn1c(CNS(=O)(=O)c2ccc(Cl)cc2)n[nH]c1=S do in these assays?
G9a inh: inconclusive; GLS inh: -0.4%; JMJD2A Tudor: 6.31µM*; PI4K2A inh: -0.2; HP1b binding inh: 32.9%; BAZ2B block: 8.8%; Pin1 inh: 3.8%; Tb PGK inh: -4.9%; Pol eta inh: 0.4%

What do the screens show for `Nc1cc2c(cc1[N+](=O)[O-])OCCOCCOCCO2`?
G9a inh: inconclusive; GLS inh: -9.3%; JMJD2A Tudor: -11.7%; PI4K2A inh: -2.7; HP1b binding inh: 26.6%; BAZ2B block: -31.4%; Pin1 inh: -0.8%; Tb PGK inh: -4.7%; Pol eta inh: 2.5%

What do the screens show for `O=C(c1ccc2ncsc2c1)N1CCN(c2cccc(C(F)(F)F)c2)CC1`?
G9a inh: inconclusive; GLS inh: 0.3%; JMJD2A Tudor: -17.7%; PI4K2A inh: -4.3; HP1b binding inh: 20.8%; BAZ2B block: -1.4%; Pin1 inh: -3.5%; Tb PGK inh: -1.7%; Pol eta inh: -12.8%

What do the screens show for `Cc1ccc(OC(=O)c2ccc([N+](=O)[O-])cc2Cl)cn1`?
G9a inh: -8.6%[2.33 µM]; GLS inh: 0.2%; JMJD2A Tudor: -30.8%; PI4K2A inh: -12.9; HP1b binding inh: 8.1%; BAZ2B block: -32.4%; Pin1 inh: -0.1%; Tb PGK inh: -1.6%; Pol eta inh: -2.6%

How did Cc1cc(C)n2nc(CNC(=O)c3cccc(N(C)C)c3)nc2n1 do in these assays?
G9a inh: 3.6%[59 µM]; GLS inh: 51.0%[activator]; JMJD2A Tudor: 1.0%; PI4K2A inh: -5.5; HP1b binding inh: 23.4%; BAZ2B block: -15.6%; Pin1 inh: -6.2%; Tb PGK inh: -2.8%; Pol eta inh: -12.6%

How did CCc1nnc(NC(=O)CSc2nnc(CNC(=O)c3ccccc3F)n2C)s1 do in these assays?
G9a inh: -7.7%[59 µM]; GLS inh: -11.6%; JMJD2A Tudor: -14.7%; PI4K2A inh: 3.7; HP1b binding inh: -11.1%; BAZ2B block: 1.2%; Pin1 inh: -5.0%; Tb PGK inh: -2.6%; Pol eta inh: -13.8%

What do the screens show for `CC(C)(C)C(=O)Cn1ncc(Br)c(Br)c1=O`?
G9a inh: -12.0%; GLS inh: -3.5%; JMJD2A Tudor: -4.8%; PI4K2A inh: 11.7; HP1b binding inh: 60.7%[activator]; BAZ2B block: -15.3%; Pin1 inh: -1.7%; Tb PGK inh: -6.7%; Pol eta inh: -2.8%

How did CC(=O)Nc1ccc(S(=O)(=O)NCCSCc2cccc(Cl)c2)cc1 do in these assays?
G9a inh: -5.1%[59 µM]; GLS inh: 0.2%; JMJD2A Tudor: -5.5%; PI4K2A inh: -4.9; HP1b binding inh: 24.6%; BAZ2B block: -30.5%; Pin1 inh: 3.5%; Tb PGK inh: 3.8%; Pol eta inh: -12.5%

How did CCc1ccc(-c2nc(CSCC(=O)N3CCN(c4ncccn4)CC3)c(C)o2)cc1 do in these assays?
G9a inh: -41.9%; GLS inh: -0.2%; JMJD2A Tudor: -25.5%; PI4K2A inh: -4.7; HP1b binding inh: 38.1%; BAZ2B block: -28.2%; Pin1 inh: 8.5%; Tb PGK inh: -1.2%; Pol eta inh: -10.8%

Results for COc1ccc(OCCn2nnc3sc4c(c3c2=O)CCC(C(C)(C)C)C4)cc1 (stereo not drawn) ?
G9a inh: 38.7%[59 µM]; GLS inh: -2.2%; JMJD2A Tudor: -20.8%; PI4K2A inh: -24.9; HP1b binding inh: 72.1%[activator]; BAZ2B block: 3.8%; Pin1 inh: 0.3%

Results for CCOC(=O)C1=C(C)OC(N)=C(C#N)C1c1cncc(-c2ccc(F)cc2)c1 (stereo not drawn) ?
G9a inh: -1.9%[59 µM]; GLS inh: 19.0%; JMJD2A Tudor: -22.1%; PI4K2A inh: -2.3; HP1b binding inh: 18.4%; BAZ2B block: -10.2%; Pin1 inh: 28.3%; Tb PGK inh: -4.6%; Pol eta inh: -10.5%

How did CC1(C)Cc2cccc(OCC(=O)N3CCN(c4cccc(Cl)c4)CC3)c2O1 do in these assays?
G9a inh: -25.5%; GLS inh: -7.4%; JMJD2A Tudor: -23.6%; PI4K2A inh: 0.9; HP1b binding inh: 29.5%; BAZ2B block: -6.9%; Pin1 inh: -0.6%; Tb PGK inh: -7.8%; Pol eta inh: -20.0%

Results for O=C(Nc1cc(S(=O)(=O)N2CCCC2)ccc1OCC(F)(F)F)c1ccc(F)cc1 ?
G9a inh: 27.7%[59 µM]; GLS inh: 0.0%; JMJD2A Tudor: -12.2%; PI4K2A inh: -3.0; HP1b binding inh: 32.6%; BAZ2B block: 20.7%; Pin1 inh: 0.4%; Tb PGK inh: -25.7%; Pol eta inh: -15.7%

Results for Cc1ccc(S(=O)(=O)CCC(=O)OCC(=O)NCC(=O)Nc2cccc(C)c2C)cc1 ?
G9a inh: -0.3%; GLS inh: -4.0%; JMJD2A Tudor: -6.2%; PI4K2A inh: -2.9; HP1b binding inh: 23.8%; BAZ2B block: -4.6%; Pin1 inh: 2.3%; Tb PGK inh: -6.1%; Pol eta inh: -7.0%

Results for Cc1ccc(N(C(=O)CC2NC(=O)NC2=O)C2(C(=O)NC3CCCC3)CCCCC2)cc1 (stereo not drawn) ?
G9a inh: inconclusive; GLS inh: 0.6%; JMJD2A Tudor: -4.8%; PI4K2A inh: -4.4; HP1b binding inh: 21.8%; BAZ2B block: 1.0%; Pin1 inh: 3.4%; Tb PGK inh: -8.6%; Pol eta inh: -9.6%

Structures shown so far that contain a thiophene ring, fused or not, in the order listed:
How did COC(=O)c1sc(S(=O)(=O)N2CCC(C(=O)O)CC2)c(C(=O)OC)c1C do in these assays?
G9a inh: -36.9%[59 µM]; GLS inh: 4.9%; JMJD2A Tudor: inconclusive; PI4K2A inh: 3.2; HP1b binding inh: 20.7%; BAZ2B block: -19.1%; Pin1 inh: -0.2%; Tb PGK inh: -2.2%; Pol eta inh: -0.3%

Results for COc1ccc(OCCn2nnc3sc4c(c3c2=O)CCC(C(C)(C)C)C4)cc1 (stereo not drawn) ?
G9a inh: 38.7%[59 µM]; GLS inh: -2.2%; JMJD2A Tudor: -20.8%; PI4K2A inh: -24.9; HP1b binding inh: 72.1%[activator]; BAZ2B block: 3.8%; Pin1 inh: 0.3%

An excerpt; the hit share may differ from the screen's.
